Bioassay records from PubChem BioAssay.
PP5 inh – PP5 phosphatase inhibitors, primary screen, biochemical, fluorescence; Serine/threonine-protein phosphatase 5 (Homo sapiens), P53041; purified PP5c, OMFP substrate fluorescence; inhibition, % at 6.7 µM; 0.18% of 320,000 active;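 active = inhibition above the campaign's mean inhibition across all tested compounds plus 3 SD, cut at about 9.5% in these data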;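 also: 0% = DMSO only and 100% = 100 µM cantharidin control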
Target sequence (P53041 whole entry, looked up): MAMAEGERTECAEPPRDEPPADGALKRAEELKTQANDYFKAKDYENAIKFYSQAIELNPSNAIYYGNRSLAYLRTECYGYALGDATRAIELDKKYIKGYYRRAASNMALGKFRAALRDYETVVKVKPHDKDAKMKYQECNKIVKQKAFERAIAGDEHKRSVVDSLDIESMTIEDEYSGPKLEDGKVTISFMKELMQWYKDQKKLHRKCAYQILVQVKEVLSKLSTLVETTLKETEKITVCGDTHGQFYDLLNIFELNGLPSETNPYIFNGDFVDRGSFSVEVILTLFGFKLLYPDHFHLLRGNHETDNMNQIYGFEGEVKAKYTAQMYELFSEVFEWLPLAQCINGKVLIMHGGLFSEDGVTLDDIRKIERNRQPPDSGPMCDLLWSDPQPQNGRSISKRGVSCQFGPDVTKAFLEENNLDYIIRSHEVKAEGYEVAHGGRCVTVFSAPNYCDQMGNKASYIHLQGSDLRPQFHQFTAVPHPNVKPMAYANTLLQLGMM
Fh CTSL1 inh – Fasciola hepatica cathepsin L1 inhibitors, primary screen, counter-screen for PFM18AAP inhibitor project, biochemical, QFRET, fluorogenic peptide substrate; recombinant F. hepatica cathepsin L1, Z-Leu-Arg-MCA fluorescence; inhibition, % at 5.96 µM; 0.49% of 300,000 active;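 active = inhibition above the mean of all tested compounds plus 3 SD, set per screening campaign, cut at about 17% in these data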;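 also: 0% = plate median of test compound wells and 100% = 1 µM Z-Phe-Ala-diazomethylketone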
PP1 inh – PP1-alpha phosphatase inhibitors, primary screen, counter-screen for PP5 inhibitor project, biochemical, fluorescence, OMFP substrate, single point. Serine/threonine-protein phosphatase PP1-alpha catalytic subunit (Homo sapiens), P62136. purified PP1alpha. inhibition, % at 6.7 µM. 0.9% of 320,000 active. AID 2235, 2010;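 active = inhibition above the mean inhibition of all tested compounds plus 3 SD, computed separately for each screening campaign, cut at about 15% in these data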
Target sequence (P62136 whole entry, looked up): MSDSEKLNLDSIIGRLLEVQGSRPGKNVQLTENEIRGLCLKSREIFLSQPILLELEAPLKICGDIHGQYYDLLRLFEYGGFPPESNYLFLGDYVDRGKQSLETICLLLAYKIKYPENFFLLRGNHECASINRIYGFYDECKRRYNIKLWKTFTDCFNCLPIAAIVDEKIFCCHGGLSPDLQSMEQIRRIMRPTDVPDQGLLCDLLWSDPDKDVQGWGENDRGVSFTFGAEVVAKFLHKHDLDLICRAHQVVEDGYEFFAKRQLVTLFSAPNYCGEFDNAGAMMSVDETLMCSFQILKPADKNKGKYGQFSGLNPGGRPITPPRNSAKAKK
PAFAH2 inh – PAFAH2 enzyme inhibitors, primary screen, biochemical, fluorescence polarization, human; Platelet-activating factor acetylhydrolase 2, cytoplasmic (Homo sapiens), Q99487; recombinant PAFAH2, FP-rhodamine activity probe; inhibition, % at 3.39 µM; 0.99% of 340,000 active; AID 492956, 2010;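 active = inhibition above the mean over all tested compounds plus 3 SD, cut at about 30% in these data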;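 also: inhibitors block probe labeling of enzyme so polarization drops; 0% = enzyme with DMSO and 100% = wells lacking PAFAH2 protein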
procasp3 activ – activators of human procaspase-3 D3A mutant, primary screen, biochemical, absorbance, PC-3 D3A mutant, single concentration; Caspase-3 (Homo sapiens), P42574; recombinant procaspase-3 D3A, Ac-DEVD-pNA absorbance 405 nm; activation, % at 8.5 µM; 0.11% of 330,000 active; AID 463141, 2010;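 active = activation above the mean of all tested compounds plus 3 SD, cut at about 21% in these data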;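 also: 0% = DMSO alone and 100% = DMSO wells spiked with extra 5 µM PC-3 D3A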
Target sequence (P42574 whole entry D9A/D28A/D175A): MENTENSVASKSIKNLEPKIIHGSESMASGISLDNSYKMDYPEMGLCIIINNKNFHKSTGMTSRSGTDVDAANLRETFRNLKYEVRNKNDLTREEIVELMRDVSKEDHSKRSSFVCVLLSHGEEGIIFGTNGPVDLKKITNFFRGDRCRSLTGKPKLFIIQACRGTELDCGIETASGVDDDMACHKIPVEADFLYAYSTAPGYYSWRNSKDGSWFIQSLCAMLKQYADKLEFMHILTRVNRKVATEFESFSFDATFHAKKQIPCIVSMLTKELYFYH
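System: Procaspase-3 D3A mutant. Medium: Zinc-free 300 mM NaCl, 50 mM HEPES, 0.01% Triton X-100. Schedule: 1 h preincubation plus 2 h reaction at 25 °C. Measured by: 405 nm absorbance of p-nitroaniline, reads at 0 and 120 min. Read-out: percent activation relative to control range.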
proCasp7 act – procaspase-7 activators, primary screen, counter-screen for procaspase-3 activator project, biochemical, absorbance, HTS, human. Caspase-7 (Homo sapiens), P55210. recombinant procaspase-7, Ac-DEVD-pNA absorbance 405 nm; D23A/D198A/D206A triple mutant, cannot self-cleave; scale: DMSO 0, 5 µM enzyme 100. activation, % at 8.5 µM. 0.093% of 330,000 active;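 active = percent activation above the screen-wide mean plus 3 SD, cut at about 25% in these data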
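Assay system – Uncleavable procaspase-7 mutant enzyme · Quantity – 2 µM procaspase-7 mutant as dispensed · Times – 1 h preincubation, 2 h reaction · Dosing – single nominal 8.5 µM compound dose, 0.8% DMSO final · Buffer or medium – Zinc-free 50 mM HEPES buffer, pH 7.4, with NaCl and Triton X-100 · Detection – Epi-absorbance of released pNA at 405 nm, two timepoints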
core dimer inh – inhibitors of HCV core protein dimerization, primary screen, biochemical, TR-FRET, high-throughput. 0.33% of 300,000 active. AID 1899, 2009. inhibition, % at 5 µM. TR-FRET GST/Flag-core106 dimerization, 1536-well;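 active = inhibition above the mean of all tested compounds plus 3 SD, set per screening campaign, cut at about 45% in these data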
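Assay system: Tagged HCV core106 pair (GST and Flag) | Buffer or medium: KF-containing HEPES buffer, pH 7.45, DTT, CHAPS, BSA | Also added: Eu donor and XL665 acceptor anti-tag antibodies | Dosing: One concentration, 5 µM, in 0.5% DMSO | Timing: 4 h at 22.5 °C | Technique: TR-FRET 671 and 617 nm emission | Repeats: Singlicate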
AHR activator – AHR activators, primary screen, cell-based, luminescence, luciferase reporter, human | AID 2796, 2010 | 2.5% of 320,000 active | activation, % at 5 µM | AHR-responsive luciferase reporter cells | Aryl hydrocarbon receptor (Homo sapiens), P35869; in the data active = activation above about 47%;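 also: 0% = vehicle wells and 100% = reference agonist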
TPT1 inhibitor – Candida albicans TPT1 enzyme inhibitors, primary screen, biochemical, fluorescence polarization | tRNA 2'-phosphotransferase TPT1 (Candida albicans SC5314) | recombinant caTPT1, FP RNA substrate dephosphorylation | inhibition, % at 5 µM | 0.81% of 300,000 active | AID 1962, 2009;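 active = inhibition above the mean of all tested compounds plus 3 SD, set per screening campaign, cut at about 24% in these data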;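 also: plate controls were DMSO alone for no effect and ferristatin control at 100 nM for full effect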
Numbers without * were called inactive.

For COc1ccc(-n2c(=S)[nH]c3cc(C(=O)NCc4ccco4)ccc3c2=O)c(OC)c1 the results were PP5 inh 2.1, Fh CTSL1 inh 19*, PP1 inh 4, PAFAH2 inh -3, procasp3 activ 2, proCasp7 act -2, core dimer inh 0, AHR activator 3 and TPT1 inhibitor -2.
`Cc1ccc(S(=O)(=O)NCC(=O)OCN2C(=O)c3ccccc3C2=O)cc1` gave PP5 inh 0.8, Fh CTSL1 inh -83, PP1 inh -1, procasp3 activ -6, proCasp7 act -7, core dimer inh -4, AHR activator 2 and TPT1 inhibitor -3.
Screening O=C(COC(=O)c1ccccc1[N+](=O)[O-])c1ccc(C2CCCCC2)cc1 returned PP5 inh 4.2, Fh CTSL1 inh 1, PP1 inh 11, PAFAH2 inh 1, procasp3 activ -11, proCasp7 act -2, core dimer inh 7, AHR activator 5 and TPT1 inhibitor -2.
Screening CCc1nnc(NC(=O)c2ccc(NS(=O)(=O)c3ccccc3)cc2)s1 returned PP5 inh 0.9, Fh CTSL1 inh 1, PP1 inh 1, PAFAH2 inh -9, procasp3 activ 8, proCasp7 act 11, core dimer inh -13, AHR activator 10 and TPT1 inhibitor -2.
For C#CCn1c(S(=O)(=O)Cc2ccc(C)cc2)nc(-c2ccccc2)c1-c1ccccc1 the results were PP5 inh 5.2, Fh CTSL1 inh 0, PP1 inh 7, PAFAH2 inh 2, procasp3 activ -3, proCasp7 act 0, core dimer inh 6, AHR activator -2 and TPT1 inhibitor 2.
For Cc1ccc(NC(=O)CSc2ncc3ccccn23)cc1 the results were PP5 inh -1.4, Fh CTSL1 inh -1, PP1 inh -8, PAFAH2 inh 4, procasp3 activ -11, proCasp7 act -10, core dimer inh 4, AHR activator 6 and TPT1 inhibitor -4.
CCN(C(=O)CCN1C(=O)/C(=C/c2ccccc2)SC1=S)C1CCS(=O)(=O)C1 (stereo not drawn) was read as PP5 inh -0.3, Fh CTSL1 inh 4, PP1 inh 2, PAFAH2 inh 6, procasp3 activ -8, proCasp7 act -14, core dimer inh -3, AHR activator 0 and TPT1 inhibitor -2.
Screening CC1Cc2ccccc2N1C(=O)CCN1C(=O)C2C3C=CC(C3)C2C1=O (stereo not drawn) returned PP5 inh -3.4, Fh CTSL1 inh -2, PP1 inh -9, PAFAH2 inh -2, procasp3 activ -7, proCasp7 act 3, core dimer inh -2, AHR activator 8 and TPT1 inhibitor -1.
`c1cnc2ccc(-c3ccc4ncccc4c3)cc2c1` gave PP5 inh -2.0, Fh CTSL1 inh -14, PP1 inh -2, PAFAH2 inh -3, procasp3 activ -1, proCasp7 act 2, core dimer inh 2, AHR activator -3 and TPT1 inhibitor 1.
`O=C(NC1CCN(Cc2ccccc2)CC1)c1cccc(S(=O)(=O)Nc2ccc(SC(F)F)cc2)c1` gave PAFAH2 inh 0, procasp3 activ -4, proCasp7 act -11 and AHR activator 0.
`Cc1ccc(-c2nnc(-c3ccccc3Br)o2)cc1` gave PP5 inh 0.8, Fh CTSL1 inh 1, PP1 inh 0, PAFAH2 inh -5, procasp3 activ -4, proCasp7 act 10, core dimer inh 3, AHR activator 24 and TPT1 inhibitor 0.
`O=C(COc1ccc(S(=O)(=O)NCc2ccccc2)cc1Cl)NCc1ccncc1` gave PP5 inh 0.9, Fh CTSL1 inh 3, PP1 inh 1, PAFAH2 inh -1, procasp3 activ 4, proCasp7 act 2, core dimer inh 8, AHR activator 4 and TPT1 inhibitor -1.
Screening Cc1ccc(-c2csc(NC(=O)CCNC(=O)c3ccco3)n2)cc1 returned PP5 inh -0.1, Fh CTSL1 inh -16, PP1 inh 1, PAFAH2 inh 2, procasp3 activ 4, proCasp7 act 1, core dimer inh 3, AHR activator 4 and TPT1 inhibitor 0.
For Cc1ccc2c(C)c(C(=O)N3CCC(N4CCC(C(=O)NC5CC5)CC4)CC3)oc2c1 the results were PP5 inh 2.4, Fh CTSL1 inh 3, PP1 inh -9, PAFAH2 inh 2, procasp3 activ -1, proCasp7 act 13, core dimer inh 5, AHR activator 5 and TPT1 inhibitor -2.
Screening CC1(C)COC(/C=C/c2ccc([N+](=O)[O-])cc2)=N1 returned PP5 inh -0.2, Fh CTSL1 inh -2, PP1 inh -3, PAFAH2 inh -4, procasp3 activ -1, proCasp7 act 14, core dimer inh -6, AHR activator 50* and TPT1 inhibitor 9.
For Cc1ccccc1SCC(=O)Nc1cc(C(F)(F)F)ccc1N1CCOCC1 the results were PP5 inh 5.9, Fh CTSL1 inh 3, PP1 inh 5, PAFAH2 inh 0, procasp3 activ 9, proCasp7 act -2, core dimer inh -2, AHR activator 2 and TPT1 inhibitor 2.
Screening NC(=O)c1ccsc1NC(=O)c1cc(=O)c2ccccc2o1 returned PP5 inh 1.0, Fh CTSL1 inh 1, PP1 inh -1, PAFAH2 inh 1, procasp3 activ 5, proCasp7 act 2, core dimer inh 8, AHR activator 41 and TPT1 inhibitor -5.
CCOCCCNC(=O)c1cccc(OC2CCN(S(C)(=O)=O)CC2)c1 was read as PP5 inh 0.4, Fh CTSL1 inh -1, PP1 inh 2, PAFAH2 inh 5, procasp3 activ 2, proCasp7 act 9, core dimer inh 0, AHR activator 11 and TPT1 inhibitor 3.
Screening Cc1nc(C(=O)O)sc1C1(C)CC(c2cccc([N+](=O)[O-])c2)=NO1 (stereo not drawn) returned PP5 inh 1.1, Fh CTSL1 inh -1, PP1 inh 5, PAFAH2 inh 1, procasp3 activ -2, proCasp7 act -4, core dimer inh 2, AHR activator -1 and TPT1 inhibitor 0.
Screening O=C(CN1CCN(c2ncccn2)CC1)N1CCCc2c1c(=O)oc1ccc(O)cc21 returned PP5 inh -0.5, Fh CTSL1 inh 10, PP1 inh -2, PAFAH2 inh -3, procasp3 activ -2, proCasp7 act 5, core dimer inh 2, AHR activator 4 and TPT1 inhibitor -4.

Compounds listed so far with fluorine, in the order listed:
`O=C(NC1CCN(Cc2ccccc2)CC1)c1cccc(S(=O)(=O)Nc2ccc(SC(F)F)cc2)c1` gave PAFAH2 inh 0, procasp3 activ -4, proCasp7 act -11 and AHR activator 0.
For Cc1ccccc1SCC(=O)Nc1cc(C(F)(F)F)ccc1N1CCOCC1 the results were PP5 inh 5.9, Fh CTSL1 inh 3, PP1 inh 5, PAFAH2 inh 0, procasp3 activ 9, proCasp7 act -2, core dimer inh -2, AHR activator 2 and TPT1 inhibitor 2.

The list goes on:
`CCN1C(=O)C2C(c3cccc(F)c3)NC(CC)(C(=O)OC)C2C1=O` (stereo not drawn) gave PP5 inh -0.3, Fh CTSL1 inh 1, PP1 inh -1, PAFAH2 inh 0, procasp3 activ 13, proCasp7 act 4, core dimer inh -5, AHR activator -1 and TPT1 inhibitor 1.
For COc1ccc(N2CCN(C(CNC(=O)C(=O)NCCc3c[nH]c4ccccc34)c3ccco3)CC2)cc1 (stereo not drawn) the results were PP5 inh 1.8, Fh CTSL1 inh 2, PP1 inh -1, PAFAH2 inh -4, procasp3 activ 9, proCasp7 act -2, core dimer inh 1, AHR activator 5 and TPT1 inhibitor 0.
Screening COC(=O)c1nn(-c2ccccc2)c(-c2ccccc2)c1C(=O)c1ccccc1 returned PP5 inh 5.7, Fh CTSL1 inh -3, PP1 inh 3, PAFAH2 inh 8, procasp3 activ -1, proCasp7 act -6, core dimer inh 15, AHR activator 0 and TPT1 inhibitor -2.
Screening Cc1ccc(-c2nn(-c3ccccc3)cc2C2CC(c3ccccc3)=NN2C(=O)CCC(=O)O)cc1 (stereo not drawn) returned PP5 inh 4.9, Fh CTSL1 inh 6, PP1 inh 17*, PAFAH2 inh 3, procasp3 activ 1, proCasp7 act -9, core dimer inh 26, AHR activator 0 and TPT1 inhibitor 5.
`CCCn1c(N2CCOCC2)nc2c1c(=O)[nH]c(=O)n2C` gave PP5 inh -1.5, Fh CTSL1 inh 0, PP1 inh -4, PAFAH2 inh 0, procasp3 activ -2, proCasp7 act -3, core dimer inh -3, AHR activator 1 and TPT1 inhibitor -4.
Screening CC1CN(C(=S)Nc2ccc(SC(F)F)cc2)CC(C)O1 (stereo not drawn) returned PP5 inh 0.9, Fh CTSL1 inh -1, PP1 inh -2, PAFAH2 inh 10, procasp3 activ 0, proCasp7 act -2, core dimer inh -3, AHR activator 0 and TPT1 inhibitor -2.
For O=C(CSc1nc(-c2ccccc2)cc(=O)[nH]1)N1CCc2ccccc21 the results were PP5 inh -0.2, Fh CTSL1 inh 1, PP1 inh 6, PAFAH2 inh 3, procasp3 activ -7, proCasp7 act -4, core dimer inh 16, AHR activator 32 and TPT1 inhibitor 0.
Screening Nc1nc(Cl)nc2ncn(Cc3ccccc3)c12 returned PP5 inh 4.2, Fh CTSL1 inh 2, PP1 inh -3, PAFAH2 inh -8, procasp3 activ 1, proCasp7 act -7, core dimer inh -3, AHR activator -1 and TPT1 inhibitor 2.
For Cc1ccc(S(=O)(=O)N2CCN(c3ccccc3)CC2)cc1C(N)=O the results were PP5 inh -1.5, Fh CTSL1 inh -3, PP1 inh -1, PAFAH2 inh -4, procasp3 activ 2, proCasp7 act -2, core dimer inh -1, AHR activator 1 and TPT1 inhibitor -4.
CCCCc1nc(SCC(=O)Nc2cccc(Cl)c2)n[nH]1 was read as PP5 inh 4.4, Fh CTSL1 inh -1, PP1 inh 1, PAFAH2 inh 4, procasp3 activ 1, proCasp7 act 16, core dimer inh 1, AHR activator -1 and TPT1 inhibitor -2.
Cc1csc(CN(C)C(=O)CC2C(=O)NCCN2Cc2ccc(Cl)c(F)c2)n1 (stereo not drawn) was read as PP5 inh 1.5, Fh CTSL1 inh 2, PP1 inh -3, PAFAH2 inh -4, procasp3 activ -6, proCasp7 act -5, core dimer inh -17, AHR activator 3 and TPT1 inhibitor -5.
`NC(=O)c1cc(Cl)ccc1OCC(=O)Nc1ccc2c(c1)OCO2` gave PP5 inh -1.9, PP1 inh -3, PAFAH2 inh 12, procasp3 activ 0, proCasp7 act -1 and AHR activator 51*.
For COCCCNC(=S)NC1CC2CCCC(C1)N2Cc1ccco1 (stereo not drawn) the results were PP5 inh -0.8, Fh CTSL1 inh -2, PP1 inh 1, PAFAH2 inh 1, procasp3 activ 3, proCasp7 act 11, core dimer inh -5, AHR activator 0 and TPT1 inhibitor 1.
